# High-throughput results (PubChem BioAssay)
# ALOX12 inh – Primary qHTS assay for inhibitors of human arachidonate 12S-lipoxygenase (ALOX12): Round 2. purified 12hLO, xylenol orange hydroperoxide absorbance. 1.1% of 580,000 active. Potency, µM (titrated, usually from 108 µM), for inactives: top-dose activity change, negative = inhibition, actives largely listed as inhibitors. AID 1671190, 2021; note: potency is the fitted concentration of half-maximal effect; % is set by controls: 0 for no effect and ±100 for the full control effect
#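 Purified human 12hLO at 150 nM in 25 mM Hepes, 0.01% Triton X-100, pH 7.0, preincubated 15 min at room temperature with compound. Reaction started with 40 uM arachidonic acid, 30 min at room temperature. Hydroperoxide measured by Fe-xylenol orange, 573/405 nm absorbance ratio.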
# D2 antagonist – HTS Assay for Allosteric Antagonists of the Human D2 Dopamine Receptor: Primary Screen for Antagonists; D(2) dopamine receptor (Homo sapiens), P14416; HEK293 TREx D2 cells, calcium flux, dopamine EC80; inhibition, % at 10 µM; 2% of 340,000 active; AID 485344, 2010; in the data active = inhibition above about 30%; note: 0% is about no effect
#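 Tetracycline-induced HEK293 T-REx cells expressing D2 force-coupled to calcium signalling were dye-loaded, exposed to compound for 180 s, then challenged with an EC80 of dopamine; calcium flux was followed kinetically for a further 180 s.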
# D2 agonist – HTS Assay for Allosteric Agonists of the Human D2 Dopamine Receptor: Primary Screen for Agonists; 0.53% of 340,000 active; activation, % at 2 µM; AID 485358, 2010; D(2) dopamine receptor (Homo sapiens), P14416; HEK293 T-REx D2 cells, calcium flux agonist mode;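 active = activation over 3 SD above normal in the single-dose calcium agonist read, cut at about 30% in these data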; note: 0% is about no effect
#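 Calcium-flux readout, 1 cycle/sec over 180 s following compound pin transfer, in inducible HEK293 Trex D2 cells (force-coupled); dopamine controls included. Positive calcium responses during this window marked compounds as potential agonists.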
# ERG Ets-DNA blk – qHTS for Small Molecule Inhibitors of the ERG Ets/DNA interaction; Transcriptional regulator ERG (Homo sapiens), P11308; 0.028% of 370,000 active; Potency, µM (doses to about 76.9 µM), for inactives: at the top dose FP activity, negative = inhibition, hits mostly inhibitors; fluorescence polarization, His-ERG Ets domain / labelled DNA; active = well fitted inhibition curve with a large enough effect in the polarisation, with a control signal flat; inconclusive = small, poorly fitted or top-dose-only effect, or effect the other way, or a change in a side signal; inactive = no such curve, though single readings can be large or run the other way; the % refers to the polarisation;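 note: polarization taken with two DNA probes labelled with fluorescein and Texas red; potency is the fitted concentration of half-maximal effect; % of control where 0% means no effect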
# Target sequence (P11308 whole entry, looked up, the tested form may be a part): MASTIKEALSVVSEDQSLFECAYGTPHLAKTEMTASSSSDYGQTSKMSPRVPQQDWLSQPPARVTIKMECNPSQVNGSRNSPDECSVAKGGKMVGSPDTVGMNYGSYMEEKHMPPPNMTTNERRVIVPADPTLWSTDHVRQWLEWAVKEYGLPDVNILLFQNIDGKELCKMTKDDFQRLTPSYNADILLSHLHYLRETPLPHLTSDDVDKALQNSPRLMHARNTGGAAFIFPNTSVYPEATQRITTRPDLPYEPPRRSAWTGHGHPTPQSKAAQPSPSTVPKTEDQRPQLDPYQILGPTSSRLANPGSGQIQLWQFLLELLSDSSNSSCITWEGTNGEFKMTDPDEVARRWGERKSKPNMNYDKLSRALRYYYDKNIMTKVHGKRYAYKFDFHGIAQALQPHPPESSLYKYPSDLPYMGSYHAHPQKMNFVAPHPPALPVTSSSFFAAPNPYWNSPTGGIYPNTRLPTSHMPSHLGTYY
#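 His-tagged ERG Ets domain (1 uM in the protein solution; 300mM KCl, 50mM Tris-HCl, 1mM EDTA, 1mM DTT, pH 7.5) received compound, then a probe mix of 5 nM fluorescein-DNA and 100nM Texas-615-DNA. Fluorescence polarization was read for both dyes.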
# Vif-A3G inh – qHTS for Inhibitors of Vif-A3G Interactions: qHTS; DNA dC->dU-editing enzyme APOBEC-3G (Homo sapiens), Q9HC16; 0.076% of 410,000 active; HeLa A3G-eYFP + Vif (tagged APOBEC3G with the HIV-1 protein that degrades it), YFP fluorescence, overnight; Potency, µM (series often up to 46.1 µM), for the others: at the highest dose activity, negative = active, actives largely listed as inhibitors; AID 602310, 2012;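 note: potency is the fitted concentration of half-maximal effect; % is set by controls: 0 for no effect and ±100 for the full control effect; nearly all actives have a fitted effect of over 60% in size; hits raise eYFP signal because A3G escapes Vif-driven loss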
# Target sequence (Q9HC16 whole entry, looked up): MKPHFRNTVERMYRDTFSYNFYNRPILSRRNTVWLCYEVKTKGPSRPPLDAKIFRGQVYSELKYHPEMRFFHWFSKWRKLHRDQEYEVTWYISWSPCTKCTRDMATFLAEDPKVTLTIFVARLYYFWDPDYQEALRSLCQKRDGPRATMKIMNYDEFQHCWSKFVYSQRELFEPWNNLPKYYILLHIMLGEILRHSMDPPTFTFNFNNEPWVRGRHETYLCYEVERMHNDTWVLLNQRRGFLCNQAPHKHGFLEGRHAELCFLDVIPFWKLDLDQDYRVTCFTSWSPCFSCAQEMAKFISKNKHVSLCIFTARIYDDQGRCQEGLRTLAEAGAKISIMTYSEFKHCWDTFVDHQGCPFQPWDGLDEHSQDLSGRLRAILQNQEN
#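 HeLa cells stably expressing Vif and C-terminally eYFP-tagged A3G, seeded overnight at 37 deg C, then exposed to compound by pintool overnight at 37 deg C. Rise in yellow fluorescence (Ex 488/Em 500-530, Acumen) marks blocked Vif-driven A3G degradation.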
# RGS4 inhibitor – Inhibitors of Regulator of G Protein Signaling (RGS) 4: qHTS. Regulator of G-protein signaling 4 (Homo sapiens), P49798. Transcreener GDP fluorescence polarization, RGS4-accelerated GTP hydrolysis. Potency, µM (titrated, usually from 114 µM), for inactives: at the highest dose activity change, negative = inhibition, hits mostly inhibitors. 0.039% of 390,000 active. AID 504845, 2011; note: potency is the fitted concentration of half-maximal effect; % is set by controls: 0 for no effect and ±100 for the full control effect; nearly all actives have a fitted effect of over 75% in size; some results filed as inactive show a strong effect at the top dose
# Target sequence (P49798 whole entry, looked up): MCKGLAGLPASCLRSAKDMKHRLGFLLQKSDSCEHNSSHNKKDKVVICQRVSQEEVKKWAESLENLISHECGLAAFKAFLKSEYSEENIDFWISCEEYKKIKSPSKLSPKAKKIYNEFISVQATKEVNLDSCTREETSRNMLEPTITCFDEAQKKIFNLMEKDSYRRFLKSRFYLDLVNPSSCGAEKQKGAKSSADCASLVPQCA
#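 MLSMR compounds (23 nl, pin-transferred) preincubated 10 min at room temperature with a 500nM (2x) first reagent, then RGS4 at 900nM (2x) plus Transcreener GDP mix added; fluorescence polarization (620/688 nm) read before and after 90 min at 30 °C.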
# Glioma ERSR ind – qHTS for Inducers of the Endoplasmic Reticulum Stress Response (ERSR) in Human Glioma: qHTS | U87-MG GRP78 promoter luciferase reporter, 16 h | AID 602332, 2012 | Potency, µM, without a hit: at the highest dose activation, most hits filed as activators | 0.02% of 420,000 active; note: potency is the fitted concentration of half-maximal effect; series mostly up to about 76 µM; % of control where 0% means no effect; nearly all actives have a fitted effect of over 35% in size
#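 ERSR induction read as luciferase luminescence (Bright-Glo, 10 min at room temperature) in stably transfected human U87-MG glioma cells exposed to compounds for 16 h, using GRP78 as sensor.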
# Vif-A3F inh – qHTS for Inhibitors of Vif-A3F Interactions: qHTS | HeLa A3F-eYFP + Vif (tagged APOBEC3F with the HIV-1 protein that degrades it), YFP fluorescence increase | 0.2% of 390,000 active | Potency, µM (doses to about 46.1 µM), for inactives: top-dose activity, negative = active; note: potency is the fitted concentration of half-maximal effect; % of control where 0% means no effect; nearly all actives have a fitted effect of over 65% in size
#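 HeLa cells stably expressing A3F-eYFP plus Vif, plated and incubated overnight at 37 deg C, then exposed to compounds overnight at 37 deg C. Blocked degradation read as raised yellow fluorescence (Ex 488/Em 500-530).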
# LDHA inh – qHTS assay for inhibitors of human lactate dehydrogenase | purified LDHA, NADH/diaphorase-resazurin fluorescence; active compounds read low | activity change, % (values are at about 110 or 230 µM) | 0.15% of 480,000 active; in the data active = activity change below about -30%; inconclusive = mostly about -25% to -30%;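 note: plate controls were DMSO wells for no effect and wells without enzyme for full effect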
#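 LDH5 2 nM; NADH 0.06 mM, pyruvate 0.2 mM; 200 mM Tris pH 7.4, EDTA, Tween-20; 5 min RT. Detection: diaphorase 0.133 mg/mL + resazurin 37 µM, fluorescence ex540/em590 at 0 and 20 min; normalized to enzyme-free and DMSO wells.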
# * hit, by the source's call; i = inactive; u = inconclusive; x = no result given; & = joins results of further samples; [ ] = dose if it differs, or a comment. Unless noted, calls come from the whole dose curve; as a rule, active = well fitted curve in the direction sought with a large enough effect; inconclusive = small, poorly fitted or top-dose-only effect, or another doubt; inactive = no such curve, though single readings can be large; an effect the other way counts as inactive or inconclusive. The list is partial; the hit share may differ from the screen's.
# Values run as follows: ALOX12 inh	D2 antagonist	D2 agonist	ERG Ets-DNA blk	Vif-A3G inh	RGS4 inhibitor	Glioma ERSR ind	Vif-A3F inh	LDHA inh
1) COc1ccc(Cl)cc1NC(=O)Cc1c(F)cccc1Cl
→ 1%	-1	-0.6	x	-7%	-22%	-7%	0%	-1
2) CN1CCN(c2ccccc2/C=C2/C(=O)Nc3ccccc32)CC1
→ x	37*	2.6	-9%	2%	27%	-1%	-11%	1
3) CSc1ccccc1NC(=O)c1cc(C2CC2)on1
→ -27%	-2	0.0	6%	-7%	-49%	5%	-6%	0
4) CC(C(=O)N1CCN(c2ccccc2)CC1)N1C(=O)C2CC=CCC2C1=O (stereo not given)
→ -10%	-9	1.5	-9%	-2%	-5%	-3%	0%	-11
5) COC(=O)c1cccc(C(=O)N2CCC(CO)(CCc3ccccc3)CC2)c1
→ -40%	0	1.2	-18%	-5%	7%	5%	-11%	-5
6) CCn1c(SCC(=O)NC2CCCC2)nc2c(c1=O)SCC2
→ -8%&14%	x	x	x	0%	x	-3%	-8%	-3&1
7) CCCc1ccc(Oc2c(-c3ccc(O)c(C)c3O)n[nH]c2C)cc1
→ -9%	6	1.4	-8%	-8%	-8%	-6%	4%	-15
8) CSc1nnc(-c2cnccn2)n1CCCN1CCCC1=O
→ -5%	26	0.7	7%	2%	-26%	-4%	-3%	2
9) O=C(O)CSCC(=O)N1CCN(S(=O)(=O)c2ccccc2)CC1
→ -13%	4	2.1	13%	2%	20%	-5%	0%	-4
10) COc1cc(C(=O)NCCOc2ccccc2)cc(OC)c1OC
→ -5%	-7	-0.8	4%	0%	21%	2%	20%	2
11) CC12CCC(C(=O)Nc3nc4ccccc4s3)(OC1=O)C2(C)C (stereo not given)
→ -1%	-7	0.5	0%	4%	9%	1%	u	-7
12) Cc1ccc(NC(=O)CSc2nnc(N)s2)cc1S(=O)(=O)N1CCOCC1
→ 5%	-4	-0.1	-2%	-3%	-2%	0%	4%	-4
13) Cc1csc(SCC(=O)NCc2cccc(Cl)c2)n1
→ 7%	-6	-0.7	-2%	0%	13%	-3%	-2%	-10
14) CSCCC(NS(=O)(=O)c1ccc(Cl)cc1)C(=O)OCc1c(Cl)cccc1Cl (stereo not given)
→ u	-8	0.2	x	-9%	12%	-1%	3%	-6
15) O=c1c2ccccc2cnn1-c1ccc(Cl)nn1
→ -11%	-4	-1.4	-12%	1%	26%	7%	13%	-16
16) CCOc1ccc2[nH]c(=O)c(C(c3nnnn3Cc3ccco3)N3CCCC(C)C3)cc2c1 (stereo not given)
→ u	-12	0.8	0%	-7%	-17%	-6%	1%	0
17) CC1=Nc2cc(C(=O)NC3CCCC3)ccc2Sc2ccc(Br)cc21
→ 0%	x	0.7	-3%	-3%	16%	-6%	0%	3
18) COC(=O)C1=C(C)NC(=O)NC1c1ccc2c(c1)OCO2 (stereo not given)
→ -1%	8	0.2	2%	-2%	-1%	-2%	-3%	-2
19) CSc1ccc(CN2CCC(C)(Oc3ccccc3F)C2)cc1 (stereo not given)
→ u	x	x	x	-3%	x	2%	x	-1
20) COc1cccc(C(=O)N/N=C(/CCC(=O)O)c2ccccc2)c1
→ -1%	-6	-0.5	-9%	-16%	-9%	9%	2%	-6
21) CC(=O)Nc1ccc(S(=O)(=O)NNC(=O)c2cccc(Cl)c2)cc1
→ -12%	-6	1.5	-4%	-7%	-28%	0%	-20%	4
22) CCOC(=O)c1ccccc1NC(=O)N1CCN2CCCCC2C1 (stereo not given)
→ -8%	x	0.4	6%	0%	1%	-3%	2%	4
23) C=CCn1c(=NC(=O)C2COc3ccccc3O2)sc2cccc(OC)c21 (stereo not given)
→ 2%	3	0.7	0%	-5%	15%	-3%	-4%	-4
24) CCN1CCN(c2cc(C)c3cc(NC(=O)c4cc(OC)cc(OC)c4)ccc3n2)CC1
→ -12%&-20%	9	-0.1&-0.7	-3%&-3%	1%&-7%	36%[56.9 µM]	2%&0%	u	1&-3
25) COc1cc(OC)c(C2=NOC(C(=O)N3CCc4ccccc4C3)C2)cc1Cl (stereo not given)
→ 5%	-16	-1.9	-4%	0%	-16%	0%	-8%	-2
26) O=C(CCCn1c(SCC(=O)NCC2CCCO2)nc2ccccc2c1=O)NCC1CCCO1 (stereo not given)
→ 0%	x	x	1%	1%	-8%	-4%	-11%	-11
27) CCCSc1cc(Cl)nc(N)n1
→ 5%	-13	-0.5	-2%	4%	6%	2%	2%	-1
28) Cc1ccccc1NC(=O)C1CCCN(C(=O)Nc2ccc(F)cc2)C1 (stereo not given)
→ -9%	10	-0.1	2%	0%	-3%	-5%	2%	-8
29) CC(C)=CCc1c(-c2ccc(O)cc2O)oc2cc3c(c(O)c2c1=O)C=CC(C)(C)O3
→ u	x	x	2%	-8%	-15%	1%	0%	-4
30) COc1ccccc1NC(=S)N=Nc1c(O)[nH]c2ccc(Br)cc12
→ -2%	-7	0.3	1%	-15%	-14%	-4%	u	-3
31) CN(C)CCNC(=O)c1ccc(COCC(F)(F)F)cc1
→ 19%	16	0.8	x	3%	-3%	-2%	0%	-1
32) COC(=O)c1cc(S(=O)(=O)Nc2cccc(-c3cnco3)c2)oc1C
→ x	x	x	1%	-4%	26%	-2%	4%	-3
33) Cc1ccccc1N1CCN(S(=O)(=O)C[C@]23CCC(CC2NC(=O)[C@@H](N)CCS(C)(=O)=O)C3(C)C)CC1 (stereo not given in full)
→ -7%	0	6.6	-3%	-6%	8%	2%	-1%	-20
34) O=S(=O)(N1CCOCC1)n1c(Cc2ccccc2)nc2ccccc21
→ 7%	x	x	x	1%	16%	-1%	-8%	-2
35) O=C(CN1C(=O)S/C(=C\c2ccccc2)C1=O)NNC(=O)c1ccccc1O
→ -12%	16	0.2	19%	2%	u	-4%	6%	u
36) C=CCn1c(CSc2nc3ccccc3s2)nnc1SCC(=O)OCC
→ 5%	17	0.5	1%	-4%	-12%	-3%	-4%	1
37) CC(C)Cn1c(SCC(=O)Nc2ncccn2)nc2ccccc21
→ -1%	-14	0.4	6%	-2%	23%	-3%	14%	-8
38) CCc1cccc(NC(=O)CSc2ncc3c(n2)-c2ccc(Cl)cc2N(Cc2ccccc2)S3(=O)=O)c1
→ -25%	x	-0.2	4%	2%	14%	0%	3%	-7
39) CCOC(=O)c1ccc(S(=O)(=O)N2CCC(C(=O)Nc3nnc(C)o3)CC2)cc1
→ 2%	0	0.3	-3%	-1%	14%	-3%	9%	1
40) O=C(NCc1ccc(S(=O)(=O)NC2CCCCC2)s1)c1ccccc1
→ -1%	9	0.0	6%	1%	-13%	-2%	2%	2
41) COc1cc(/C=C2\N=C(C)OC2=O)cc(OC)c1OC
→ u	-7	0.3	4%	-11%	-46%	-2%	4%	0
42) CCCC(=O)Nc1ccc2c(c1)C(=O)N(CCC(=O)O)C2=O
→ 16%	11	-0.6	-18%	3%	9%	-4%	-6%	-5
43) O=C(c1nc2ccc(Cl)cn2c1CN1CCC[C@H]1CO)N1CCCCCCC1
→ i	x	x	7%	-3%	2%	-1%	u	-1
44) COc1cc(C(=O)N2CCC(NC(=O)C(Cc3ccc(C(C)C)cc3)NC(C)=O)CC2)cc(OC)c1OC (stereo not given)
→ 8%	-7	-0.3	-14%	0%	-2%	-4%	1%	-3
45) CC1CC(C)CN(C(=O)C(Cc2ccccc2)NC(=O)c2ccccc2)C1 (stereo not given)
→ -6%	-2	-0.3	-4%	1%	20%	-3%	-21%	2
46) CN(CC(=O)NC(=O)Nc1ccccc1F)Cc1ccccc1F
→ -5%	x	x	1%	0%	-5%	3%	0%	-4
47) CC(=O)N(C1=C(N)C(=O)c2ccccc2C1=O)C(C)C
→ 23%	6	-0.6	-2%	1%	-3%	-3%	11%	40
48) COC(=O)CSc1nccc(C)n1
→ 5%	-13	1.0	1%	0%	2%	-3%	-1%	-2
49) CCc1ccccc1N(CC(=O)NC1CCCCC1)C(=O)CNC(=O)c1ccco1
→ 0%	12	2.5	-2%	-6%	-27%	-4%	4%	-1
50) CCOc1cc(/C=C(/C#N)C(=O)Nc2ccc(OC)cc2)ccc1OCc1ccc(C(=O)O)cc1
→ -20%	2	0.0	-11%	u	-27%	-3%	u	-5
51) CC(C)COc1ccc(C(=O)Nc2ccc(N3CCOCC3)cc2N2CCOCC2)cc1
→ -2%	-18	-0.6	-8%	0%	-28%	1%	13%	1
52) CCN(CC)CCCN(Cc1cc2ccc(C)c(C)c2[nH]c1=O)C(=O)NC1CCCCC1
→ -8%	-18	-0.6	11%	1%	8%	-2%	-24%	-1
53) O=C(/C=C/c1ccc(Cl)c(Cl)c1)n1cccn1
→ -15%	4	0.4	7%	1%	3%	-6%	7%	-4
